# Bioassay records: PubChem, Sanford-Burnham Center for Chemical Genomics
# Artemis inh = blocks endonuclease activity of human Artemis; Q96SD1; recombinant Artemis, quenched FAM hairpin cleavage fluorescence; inhibition, % at 10 µM; hit rate 0.78% among 30,000; AID 686954;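 active = at 10 µM dose, at least 30% inhibition, measured as corrected fluorescence normalized to stimulator and neutral control wells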
# Target sequence (Q96SD1 whole entry, looked up): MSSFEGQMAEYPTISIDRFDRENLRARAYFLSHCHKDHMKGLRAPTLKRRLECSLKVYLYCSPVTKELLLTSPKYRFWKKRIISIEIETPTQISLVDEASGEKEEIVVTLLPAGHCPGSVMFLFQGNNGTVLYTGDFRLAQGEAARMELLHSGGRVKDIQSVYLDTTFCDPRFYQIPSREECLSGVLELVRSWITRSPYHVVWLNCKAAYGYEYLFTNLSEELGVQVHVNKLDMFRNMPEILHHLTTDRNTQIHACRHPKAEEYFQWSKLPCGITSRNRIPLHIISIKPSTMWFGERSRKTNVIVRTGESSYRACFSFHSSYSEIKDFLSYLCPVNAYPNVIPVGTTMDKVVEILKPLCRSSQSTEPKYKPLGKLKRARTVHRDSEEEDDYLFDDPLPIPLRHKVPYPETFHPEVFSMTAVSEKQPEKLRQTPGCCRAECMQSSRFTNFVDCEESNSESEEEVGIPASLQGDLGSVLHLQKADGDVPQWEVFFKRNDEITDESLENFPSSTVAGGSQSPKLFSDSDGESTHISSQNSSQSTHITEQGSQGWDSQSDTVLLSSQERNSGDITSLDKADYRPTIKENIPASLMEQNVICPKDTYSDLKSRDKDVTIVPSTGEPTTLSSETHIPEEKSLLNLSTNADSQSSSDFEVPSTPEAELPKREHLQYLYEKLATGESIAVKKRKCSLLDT
# An asterisk follows results filed as active. A portion of the library, so the mix of outcomes need not match the whole.
Structure,Artemis inh
COc1cc([N+](=O)[O-])ccc1NC(=O)CCCOc1ccc(C)cc1,13.5
CC(C)(C)NC(=O)Nc1ccc2nccnc2c1,-1.7
Nc1nnc(SCCN2C(=O)c3ccccc3S2(=O)=O)s1,-4.2
COc1ccc(S(=O)(=O)N(Cc2cc3ccc(OC)cc3[nH]c2=O)CC2COCCO2)cc1 (stereo unspecified),1.5
CCc1nnc(NC(=O)c2ccc(S(=O)(=O)N(CC(C)C)CC(C)C)cc2)o1,4.7
O=C1CCCN1c1ccc(CNS(=O)(=O)c2ccc(F)cc2)cc1,1.7
O=C(COc1ncnc2ccccc12)NCCC1=CCCCC1,-0.1
CCOc1ccc2c(c1)n([O-])c1c([n+]2=O)CCCC1,-9.2
CN(C)S(=O)(=O)N1CCN(CC(O)COc2ccc3cc(Br)ccc3c2)CC1 (stereo unspecified),7.5
COc1ccc(CNc2nc(-c3cccnc3)nn2C(=O)c2cccs2)cc1,8.7
CCOCCCNc1nc(=S)[nH]c2cc(OC)c(OC)cc12,8.9
CCn1c(SCC(=O)Nc2sc3c(c2C#N)CCC(C(C)(C)C)C3)nnc1-c1ccco1 (stereo unspecified),14.0

# The last two compounds of the section before are carried over, then new ones follow:
Structure,Artemis inh
CCOCCCNc1nc(=S)[nH]c2cc(OC)c(OC)cc12,8.9
CCn1c(SCC(=O)Nc2sc3c(c2C#N)CCC(C(C)(C)C)C3)nnc1-c1ccco1 (stereo unspecified),14.0
O=C(O)c1ccccc1N/N=C\c1ccnc2ccccc12,4.7
CCOC(=O)N1CCN(C(=O)c2cn(-c3ccc(C)c(C)c3)c(=O)c3ccccc23)CC1,-3.4
CCC(C)NS(=O)(=O)c1ccc(NS(C)(=O)=O)cc1 (stereo unspecified),-16.5
O=C(NCc1ccco1)C(c1cccs1)N(Cc1ccccc1)C(=O)Cn1nnc2ccccc21 (stereo unspecified),4.1
CCc1nnc(NC(=O)CSc2nnc(-c3ccccc3OC)n2-c2ccc(C)cc2)s1,13.5
O=[N+]([O-])c1ccc(N2CCN(S(=O)(=O)c3ccccc3)CC2)cc1NCCN1CCOCC1,-1.0
CCn1c(C)c2c(C)nnc(C)c2c1C,2.5
Cc1ccc(S(=O)(=O)NC(=NCC(=O)O)c2ccccc2)cc1,3.2
Cc1ccc(NC(=O)C2CC(=O)N(c3ccc4c5c(cccc35)CC4)C2)cc1 (stereo unspecified),11.6
O=C(Oc1ccccc1)c1ccc(COC(=O)c2cnccn2)cc1,0.5
O=C1CN(CC(=O)Nc2ccc(Cl)cc2)CCN1,-2.5
O=[N+]([O-])c1ccc(N2CCN(S(=O)(=O)c3ccc4ccccc4c3)CC2)cc1NCc1ccco1,6.9
Brc1ccc(-c2cnnc(N3CCCC3)n2)cc1,-12.4
O=c1[nH]c(SCc2n[nH]c(=S)n2-c2ccccc2)nc2ccccc12,-3.7
Cc1c(C(=O)O)oc2c1C(O)CC(C)(C)C2 (stereo unspecified),7.7
COc1ccc(C(N)CCc2ccc(C)o2)cc1 (stereo unspecified),22.2
COc1cc(NC(=S)Nc2cccc(Cl)c2Cl)c(OC)cc1Cl,-0.5
Fc1ccc(CN2CCN3CCCC3C2C2CCCCC2)cc1F (stereo unspecified),-12.9
O=C(OCC(=O)N1CCCC1)c1cccs1,-9.9
Cc1cccc(OCC(=O)OCC(=O)c2c(N)n(C)c(=O)n(C)c2=O)c1,-3.3
CCS(=O)CCSC(=N)N (stereo unspecified),-3.9
O=C(OCc1nc2ccccc2s1)c1cnccn1,1.8
c1ccc(NC2=Nc3ccccc3CC2)cc1,1.1
O=C(Nc1ccc(Cl)cn1)c1cc2ccccc2o1,-5.4
CC(=NC(C)C)C1=C(O)CCC1=O,-2.9
Cc1cc(S(=O)(=O)N2CCN(c3c(C)cccc3C)CC2)ccc1F,0.1
O=C(Nc1cc(Sc2ccccn2)cc([N+](=O)[O-])c1)c1ccc(Cl)cc1,0.2
COc1ccccc1OCCCOc1ccc([N+](=O)[O-])cc1Cl,3.0
COc1ccc(C(=S)N(C)C)cc1OC,6.5
C=CCSc1nc(C)c(CC(=O)OCC(C)C)c(=O)[nH]1,-1.7
CC1CCCC(C)N1C(=O)Cn1cc(/C=C2/C(=O)Nc3ccccc32)c2ccccc21 (stereo unspecified),19.2
O=C(NCCOc1ccccc1)c1cc2ccccc2o1,2.4
COc1ccc(S(=O)(=O)NCCc2csc(C)n2)cc1C,-3.4
CC1=Nc2ccc(C)c3nc(C)cc(c23)N1c1ccc(C)cc1,0.2
COc1ccc(OC)c(NC(=O)C(Sc2ccccc2)c2ccccc2)c1 (stereo unspecified),9.3
COc1cc(/C=C(/NC(=O)c2ccccc2Cl)C(=O)O)cc(OC)c1OC,-4.0
C=CCn1c(SCC(=O)Nc2cc(OC)c(NC(=O)c3ccco3)cc2OC)nnc1-c1ccncc1,2.0
COc1ccc(N2CCN(CCNS(=O)(=O)c3cccc4nsnc34)CC2)cc1,8.3
CC(=O)Nc1ccc(S(=O)(=O)NC(=O)C23CC4CC(CC(C4)C2)C3)cc1,3.7
O=C(NCc1ccncc1)C1COc2ccccc2O1 (stereo unspecified),-0.6
CCC(=O)c1cc2c(cc1NC(=O)C(C)C)OCCO2,-5.1
COc1ccc(C(CNC(=O)c2cccnc2SC)N2CCOCC2)cc1 (stereo unspecified),1.7
CCS(=O)(=O)N1Cc2ccccc2CC1C(=O)OCC(=O)Nc1ccc(C)cc1 (stereo unspecified),-7.7
C=CCn1c(COc2ccccc2)nnc1SC(C)C(=O)N/N=C/c1cc(Cl)ccc1O (stereo unspecified),18.2
CC(C(=O)c1ccccc1)n1c(N2CCOCC2)nc2c1c(=O)n(C)c(=O)n2C (stereo unspecified),-6.1
CC(C)(C)NC(=O)NC(=O)COC(=O)c1cc(=O)[nH]c2ccccc12,2.7
c1ccc2c(c1)NC(CN1CCOCC1)CO2 (stereo unspecified),-6.0
Cc1ccc(C(=O)NNc2nc3ccccc3nc2C(F)(F)F)cc1,1.6

# Entries from the list above with a tert-butyl group, in the order listed:
Structure,Artemis inh
CC(C)(C)NC(=O)Nc1ccc2nccnc2c1,-1.7
CCn1c(SCC(=O)Nc2sc3c(c2C#N)CCC(C(C)(C)C)C3)nnc1-c1ccco1 (stereo unspecified),14.0
CC(C)(C)NC(=O)NC(=O)COC(=O)c1cc(=O)[nH]c2ccccc12,2.7

# The list continues.
Structure,Artemis inh
O=C(Nc1cccc2nsnc12)c1ccc(F)cc1,12.8
COc1ccc(S(=O)(=O)N(C)CC(=O)NCc2cccnc2)cc1,-3.9
CC1CN(CC(O)COc2ccc(C(=O)c3ccccc3)cc2)CC(C)O1 (stereo unspecified),4.8
O=c1[nH]cnc2nn(-c3ccccc3)nc12,-0.6
Cc1ccc(Cl)cc1N1CCN(Cc2nnnn2C2CCCCC2)CC1,8.0
O=C(C1CCCCC1)N(Cc1nc2sc3c(c2c(=O)[nH]1)CCCC3)Cc1cccs1,14.7
CC1=CC(=O)C=C(C)C1=NOS(=O)(=O)c1ccccc1,1.8
COCCNC(=O)c1ccc(N(C)S(=O)(=O)c2ccc(OC)c(OC)c2)cc1,0.2
CCNC(=O)Nc1cc2nc(C)n(Cc3ccc(Br)cc3)c2nc1C,-2.1
O=C(COc1ccccc1)NC1=NCCS1,-1.0
CC(CC1C(C#N)=C(N)SC(N)=C1C#N)c1ccccc1 (stereo unspecified),2.2
CC(C)C(c1nnnn1C1CCCCC1)N1CCc2ccccc21 (stereo unspecified),-1.9
Cc1ccc(Cl)cc1N1CCN(Cc2nc3c(c(=O)[nH]c(=O)n3C)n2CCc2ccccc2)CC1,12.1
CCOc1cccc(N2C(=O)CC(N(CCc3ccc(OC)c(OC)c3)C(=O)CC)C2=O)c1 (stereo unspecified),-7.5
CCC(=O)N1CCCc2cc(S(=O)(=O)N3CCN(c4ccccn4)CC3)ccc21,-6.9
OCCN1CCN(C(=S)c2ccc(Cl)cc2)CC1,-5.2
Cc1cc(C)n(-c2c(F)c(F)c(CN3CCCCC3)c(F)c2F)n1,-3.8
CCOc1ccc(C2C3=C(CCCC3=O)Nc3nc(C(F)(F)F)nn32)cc1OC (stereo unspecified),4.7
COC(=O)c1cc(Br)c(=O)n(-c2cc(C)on2)c1,-2.5
Cc1sc2ncnc(Oc3ccc(-n4ccnc4)cc3)c2c1C,7.0
OCCN1CCOCCN(CCO)CCN(CCO)CC1,6.5
Cc1cc(NCCO)nc(N2CCOCC2)n1,-6.5
CCc1c(C)[nH]c2ccccc2c1=O,2.8
Cc1oc(C(=O)O)cc1CSCc1ccoc1C(=O)O,-3.4
Cc1cccc(/C=C2/C(=O)/C(=C/c3ccccc3C)C3CCC2N3C)c1 (stereo unspecified),-2.8
O=[n+]1c2c(n([O-])c3cc(F)c(N4CCCC4)cc31)CCCC2,-23.7
CCNc1oc(COc2ccccc2F)nc1C#N,-10.6
C=CCN(CC(=O)Nc1c(C)cccc1CC)C(=O)SCCC,-2.3
CCOC(=O)N1CCN(CC(=O)Nc2ccc(Oc3ccccc3)cc2)CC1,14.1
Cc1cc(C(F)F)n2nc(C(=O)Nc3cccc(C(F)(F)F)c3)nc2n1,-2.0
COCCN(CC(=O)NCC1CCCO1)C(=O)CCC(=O)Nc1cc(C)ccn1 (stereo unspecified),-8.1
CC(=O)Nc1cc(S(=O)(=O)C(F)(F)F)ccc1Cl,11.5
Cc1ccc(N/C=C(/C#N)c2ccsc2)cc1,1.8
COC(=O)c1c(C(=O)NCc2ccccc2)ncn1CC(O)COc1ccccc1 (stereo unspecified),-7.7
CC(=O)c1ccc(Nc2ncnc3c2oc2ccccc23)cc1,8.3
CCc1nc(NCCCCCO)c2nnn(Cc3ccccc3F)c2n1,-8.3
c1coc(CNc2ncnc3sc4c(c23)CCCCC4)c1,-8.9
Cc1nn(-c2ccccc2)c(Cl)c1C(=O)OC(C)C(=O)Nc1ccc2c(c1)OCO2 (stereo unspecified),0.9
Cc1nc(SCC(=O)NCc2ccco2)c2c3c(sc2n1)CCCC3,0.0
O=c1cc(O)sc2ccccc12,-6.1
c1cc(CNc2ccc(N3CCOCC3)cc2)ccn1,0.1
COc1cc(/C=C(\NC(=O)c2ccccc2)C(=O)Nc2cccc(O)c2)c([N+](=O)[O-])cc1OC,7.2
CCOC(=O)/C=c1\s/c(=C(\C#N)C(=O)OCC)n(-c2ccccc2)c1=O,31.1*
CN=C1CC(C)(C)CC(=O)/C1=C(/O)CCC(=O)NC,1.1
CCN1C(=O)C2C(C1=O)N1C(c3ccccc3)C3C(=O)N(CC)C(=O)C3N1C2c1ccccc1 (stereo unspecified),-8.2
O=C(Nc1ccc(N2CCN(Cc3ccccc3)CC2)cc1)c1cccnc1,-6.2
O=C1NCCCCC1NC1CC(=O)N(c2ccccc2)C1=O (stereo unspecified),3.0
Cc1ccnc(NC(=O)Nc2ccc(F)cc2)c1,0.4
N#Cc1cn(-c2ccccc2)nc1-c1cc2ccccc2oc1=O,1.0
COc1ccc(N(Cc2ccccc2)C(=O)CSc2nnc(Cn3nnc4ccccc43)o2)cc1,4.2
O=c1c2cnn(-c3ccccc3)c2nnn1/N=C/c1cccnc1,1.3
Brc1ccccc1C1=Nn2c(nnc2-c2ccccc2)SC1,5.9
C=COCCNC(=O)C(=O)NCC(C)C,-8.0
CC(=O)Nc1nc(C)c(S(N)(=O)=O)s1,-6.0
CCOC(=O)N1CCN(c2cc(=O)n(C3CCCCC3)c(=O)[nH]2)CC1,-3.7
CCC(=O)N1CCc2cc(Br)cc(S(=O)(=O)CC(=O)OC)c21,3.9
Cc1cc(=O)oc(C)c1C(=O)NCC(C)NC(=O)c1c(C)cc(=O)oc1C (stereo unspecified),-2.0
Cn1nccc1C(=O)Nc1ccccc1C(=O)O,-8.0
COC(=O)C1=C(Cn2cnc3ccccc32)NC(=O)NC1c1cc(C)ccc1C (stereo unspecified),5.9
CCOc1ccc(Oc2ccc(-c3nnc(-c4ccccc4)o3)cc2[N+](=O)[O-])cc1,0.0

# (further entries)
Structure,Artemis inh
O=C(OCC(=O)c1ccc[nH]1)c1ccc(S(=O)(=O)N2CCCCCC2)cc1,-2.5
CCOC(=O)c1ccc2nc(C)c3c(c2c1)OC(C)C3 (stereo unspecified),4.6
CC1CCCCN1CC(=O)Nc1ccc(Oc2ccccc2)cc1 (stereo unspecified),11.1
O=C(CN1CCN(c2ccccn2)CC1)NC1CCCCC1,-12.1
CCCCOC(=O)CCn1c(=S)oc2ccccc21,1.6
CC1(C(=O)O)Sc2[nH]c(=O)sc2C2c3ccccc3OC(=O)C21 (stereo unspecified),14.2
Cc1occc1C(=O)NC1CCCCCC1,-9.0
O=C(c1cccs1)N1CCc2c([nH]c3ccccc23)C1c1ccc(Cl)cc1 (stereo unspecified),8.5
COC(=O)c1ccccc1NC(=O)C(C)NS(=O)(=O)c1ccc(OC)cc1 (stereo unspecified),-4.0
NC(=O)CSc1nnnn1-c1ccc2c(c1)OCCO2,-6.1
COc1cccc(C(=O)N2CCN(C(=O)c3cccc(F)c3)CC2)c1,-2.3
CCn1c(N2CCN(CC(=O)c3c[nH]c4ccccc34)CC2)nc2c1c(=O)[nH]c(=O)n2C,2.2
Cc1cc(Cl)c(S(=O)(=O)NC(C(=O)O)c2ccccc2)cc1OCC(N)=O (stereo unspecified),-6.1
CCOCN(C(=O)Cn1c(C(C)O)nc2ccccc21)c1c(C)cccc1CC (stereo unspecified),-1.9
Cc1cc(NC(=O)C2C3C(=O)N(CC4CCCO4)C(C(=O)NCc4ccccc4)C34C=CC2(C)O4)no1 (stereo unspecified),0.0
COc1ccc(CC(NC(C)=O)C(=O)N2CCN(C(=O)Nc3cccc(Cl)c3)CC2)cc1OC (stereo unspecified),-8.1
CN1CCOc2cc(S(=O)(=O)Nc3ccc(F)cc3)ccc21,16.6
CC(=O)c1ccc(NC(=O)CSCC(=O)Nc2ccc3ccccc3c2)cc1,-12.4
